Assay outcomes: PubChem BioAssay, The Scripps Research Institute Molecular Screening Center
GPR151 ag = human GPR151 activation | Q8TDV0 | PathHunter beta-arrestin GPR151 cells, luminescence | activation, % at 11.2 µM | actives 1% (n = 650,000) | AID 1508602; in the data active = activation above about 4.9%;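 also: 0% = median of compound wells and 100% = cells with positive control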
Target sequence (Q8TDV0 whole entry, looked up): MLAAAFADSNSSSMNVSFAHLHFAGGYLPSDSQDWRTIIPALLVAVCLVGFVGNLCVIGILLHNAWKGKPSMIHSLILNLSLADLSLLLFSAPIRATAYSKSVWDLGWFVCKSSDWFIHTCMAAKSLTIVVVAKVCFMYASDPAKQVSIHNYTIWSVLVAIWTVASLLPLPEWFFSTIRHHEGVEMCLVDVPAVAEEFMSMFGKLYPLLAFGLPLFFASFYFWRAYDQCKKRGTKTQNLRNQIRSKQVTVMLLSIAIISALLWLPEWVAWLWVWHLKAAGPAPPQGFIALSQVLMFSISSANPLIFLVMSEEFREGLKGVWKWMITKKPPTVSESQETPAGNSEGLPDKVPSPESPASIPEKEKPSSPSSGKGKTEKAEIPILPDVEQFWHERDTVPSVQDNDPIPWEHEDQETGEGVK
TEAD-YAP inh = TEAD-YAP interaction inhibition. HEK-TIYL cells, TEAD-Gal4/YAP UAS-luciferase luminescence. inhibition, % at 9.12 µM. actives 1.4% (n = 640,000). AID 1259422; in the data active = inhibition above about 32%;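 also: 0% = median of test compound wells and 100% = reference inhibitor wells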
MITF inh = inhibitors of human MITF | O75030 | AlphaScreen MITF homodimerization, bead proximity signal | inhibition, % at 2.6 µM | actives 0.91% (n = 650,000) | AID 1259374; in the data active = inhibition above about 50%;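 also: 0% = vehicle wells with protein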
Target sequence (O75030 whole entry, looked up): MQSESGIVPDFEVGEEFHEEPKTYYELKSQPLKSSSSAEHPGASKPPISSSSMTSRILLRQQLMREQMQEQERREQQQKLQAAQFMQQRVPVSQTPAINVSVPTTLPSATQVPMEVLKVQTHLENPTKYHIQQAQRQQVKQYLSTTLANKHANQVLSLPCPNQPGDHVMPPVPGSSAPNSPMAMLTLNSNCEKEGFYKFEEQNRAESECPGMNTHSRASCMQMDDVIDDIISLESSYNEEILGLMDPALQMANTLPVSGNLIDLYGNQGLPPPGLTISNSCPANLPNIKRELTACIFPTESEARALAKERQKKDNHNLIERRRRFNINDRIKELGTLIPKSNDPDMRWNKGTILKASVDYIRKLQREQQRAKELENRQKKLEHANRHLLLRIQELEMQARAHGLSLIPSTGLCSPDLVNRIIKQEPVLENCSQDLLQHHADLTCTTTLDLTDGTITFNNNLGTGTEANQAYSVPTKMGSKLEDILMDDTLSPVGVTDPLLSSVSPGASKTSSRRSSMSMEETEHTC
FBW7 activator = human FBW7 E3 ligase activation, primary screen; normalized activity (activation), % at 26.1 µM; Q969H0; AlphaScreen FBW7–phospho-cyclin E peptide binding, activator screen; actives 0.13% (n = 650,000); AID 1259310; in the data active = normalized activity above about 1.9%;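 also: purified mutant Fbw7 with reduced substrate affinity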
Active calls of the source: *; nt = no result given; & = joins results of further samples.

SMILES | GPR151 ag | TEAD-YAP inh | MITF inh | FBW7 activator
Cc1ccc(NC(=O)c2sc3nc4c(c(-c5cccs5)c3c2N)CCCC4)c(C)c1 | -0.6 | -4 | -16 | 0.6
O=Cc1c(CCC(=O)O)[nH]c2ccccc12 | 4.2 | 2 | -8 | 0.0
Fc1ccccc1-c1nc(-c2cccs2)c(-c2cccs2)[nH]1 | 0.9 | 12 | -10 | -0.1
CNC(=O)CSc1nnnn1-c1ccc2c(c1)OCCO2 | -0.5 | -4 | -3 | -0.2
CCOC(=O)N1CCc2c(sc(NCc3cccnc3)c2C(=O)Nc2cc(OC)ccc2OC)C1 | 1.0 | 18 | -2 | 0.0
CS(=O)(=O)n1nc(-c2ccco2)nc1NCc1ccccc1 | -1.4 | -3 | -3 | 0.0
O=C(OCC(=O)N1CCc2ccccc21)c1ccc(F)cc1 | -0.3 | 0 | -4 | -0.1
Cc1ccccc1N1CC(C(=O)OCC(=O)c2ccc(Cl)cc2)CC1=O (configuration not stated) | -0.4 | 1 | -4 | 0.0
O=C(Nc1sc2c(c1C(=O)N1CCCCC1)CCC2)c1ccccc1F | -2.0 | -2 | 16 | -0.1
O=C(NCc1ccc(Cl)cc1)C(=O)NCC1OCCN1S(=O)(=O)c1cccs1 (configuration not stated) | -1.5 | -1 | -14 | -0.3
COC(=O)c1c(S(=O)(=O)NC2CC2)sc2c1CCN(C(=O)c1ccc(C)cc1C)C2 | 0.2 | 0 | -2 | -0.1
CC(C)n1cnc2c(Nc3ccc(N4CCOCC4)cc3)nc(Nc3ncccn3)nc21 | -1.4 | 0 | -6 | 0.1
CC(=O)Nc1ccc(Nc2cc(N3CCCC3CO)nc(N)n2)cc1 (configuration not stated) | 0.0 | -3 | 1 | -0.1
O=[N+]([O-])c1ccc(-c2nnc(-c3ccccc3)n2-c2ccccc2)cc1 | -0.1 | 3 | -17 | 0.1
CCN(CC)C(=O)Cn1cnc2sc(C(=O)Nc3cc(C)ccc3OC)c(C)c2c1=O | 4.9* | -3 | -3 | 0.1
CCOC(=O)C(=O)NNc1cccc(Cl)c1 | 0.5 | 5 | 6 | 0.4
COc1ccc2c(c1)sc(=NC(=O)CS(=O)(=O)c1ccc(F)cc1)n2C | 5.8* | 6 | 4 | -0.6
COc1ccc(C)cc1NC(=O)c1nc2nc(C)cc(C)n2n1 | -1.4 | -1 | -5 | 0.0
CC(=O)c1c(C)[nH]c(C(=O)CCl)c1C | -0.2 | -2 | 0 | -0.1
CCN1CCOC(CC(=O)Nc2ccccc2)C1=O (configuration not stated) | 2.2 | -4 | 1 | -0.1
O=C(Cn1c(-c2ccccc2F)nc2ccccc2c1=O)Nc1ccc2c(c1)OCCO2 | 1.6 | -6 | 4 | 0.0
COc1ccc2oc(=O)c(C(=O)NCCc3ccccc3)cc2c1 | 3.2 | 1 | 4 | 0.2
CC1=C(C(=O)N2CCOCC2)C(c2ccc3c(c2)OCO3)C2=C(CCCC2=O)N1 (configuration not stated) | 0.4 | 5 | 4 | -0.2
O=C(NCc1ccc2c(c1)OCO2)c1nnc(-c2cccc(Cl)c2)o1 | -0.5 | -7 | 0 | 0.1

Structures shown so far that contain a Cl atom:
SMILES | GPR151 ag | TEAD-YAP inh | MITF inh | FBW7 activator
Cc1ccccc1N1CC(C(=O)OCC(=O)c2ccc(Cl)cc2)CC1=O (configuration not stated) | -0.4 | 1 | -4 | 0.0
O=C(NCc1ccc(Cl)cc1)C(=O)NCC1OCCN1S(=O)(=O)c1cccs1 (configuration not stated) | -1.5 | -1 | -14 | -0.3
CCOC(=O)C(=O)NNc1cccc(Cl)c1 | 0.5 | 5 | 6 | 0.4
CC(=O)c1c(C)[nH]c(C(=O)CCl)c1C | -0.2 | -2 | 0 | -0.1
O=C(NCc1ccc2c(c1)OCO2)c1nnc(-c2cccc(Cl)c2)o1 | -0.5 | -7 | 0 | 0.1

As a working copy, some entries already given:
SMILES | GPR151 ag | TEAD-YAP inh | MITF inh | FBW7 activator
CC(=O)Nc1ccc(Nc2cc(N3CCCC3CO)nc(N)n2)cc1 (configuration not stated) | 0.0 | -3 | 1 | -0.1
O=[N+]([O-])c1ccc(-c2nnc(-c3ccccc3)n2-c2ccccc2)cc1 | -0.1 | 3 | -17 | 0.1
CCN(CC)C(=O)Cn1cnc2sc(C(=O)Nc3cc(C)ccc3OC)c(C)c2c1=O | 4.9* | -3 | -3 | 0.1
CCOC(=O)C(=O)NNc1cccc(Cl)c1 | 0.5 | 5 | 6 | 0.4
COc1ccc2c(c1)sc(=NC(=O)CS(=O)(=O)c1ccc(F)cc1)n2C | 5.8* | 6 | 4 | -0.6

Next compounds follow.
SMILES | GPR151 ag | TEAD-YAP inh | MITF inh | FBW7 activator
Cc1nc(CNS(=O)(=O)c2ccc3ccccc3c2)cs1 | -0.9 | -3 | 1 | 0.0
Cc1ccc(SCCC(=O)OC(C(=O)NC(N)=O)C(C)C)cc1 (configuration not stated) | 2.0 | -2 | -13 | 0.0
COc1cc(N2CCOCC2)ccc1C=C(C#N)C#N | -0.1 | -10 | -6 | -0.2
COc1ccc(-c2cc(C(F)(F)F)nc(-n3cncn3)n2)cc1OC | 0.8 | -4 | 6 | -0.2
c1ccc(CNc2nc(NCCN3CCOCC3)nc3c2ncn3-c2ccsc2)cc1 | 0.2 | 14 | 5 | -0.2
CCCOc1ccc(N2C(=O)CC(NCC(O)c3ccccc3)C2=O)cc1 (configuration not stated) | 2.1 | 0 | 6 | 0.0
O=C(Nc1cc(C(=O)N2CCC(Cc3ccccc3)CC2)ccc1N1CC2CC(C1)c1cccc(=O)n1C2)c1cccc(C(F)(F)F)c1 (configuration not stated) | 1.0 | -17 | 2 | -0.1
O=C(Nc1nnc(-c2ccccc2)o1)C1CCCCN1S(=O)(=O)c1ccccc1 (configuration not stated) | -0.8 | 7 | -3 | -0.2
Cc1cc(C)n(CCNC(=O)c2cc(-c3ccco3)on2)n1 | -0.1 | -12 | -4 | 0.0
CCc1cccc(C)c1NC(=O)CN1C(=O)NC(Cc2c[nH]c3ccccc23)C1=O (configuration not stated) | -0.3 | -2 | 8 | 0.1
COc1ccc(C(=O)NC2CC2)cc1OC1CCN(Cc2nc3c(s2)CCCC3)CC1 | 1.1 | 22 | 9 | 0.0
N#C/C(=C\c1cn(CCOc2ccccc2)c2ccccc12)C(=O)NC1CC1 | 0.5 | 8 | -2 | 0.0
CCOc1ccc(NC(=O)C2CC(=O)N(C3CCCCC3)C2)cc1 (configuration not stated) | -0.3 | -3 | -8 | -0.2
CCN(Cc1ccccc1)c1ccc(/C=N/NC(=O)C(N)=O)cc1 | 0.3 | 16 | -10 | 0.2
COc1ccc(N=C2NC(=O)/C(=C\c3ccc(OCc4cccc(C)c4)c(OC)c3)S2)cc1 | 1.4 | 6 | 5 | 0.1
c1cncc(-c2cc(NCCc3c[nH]c4ccccc34)nc(-c3ccncc3)n2)c1 | 0.0 | 2 | 0 | -0.3
O=C1CCN(Cc2ccccc2)CCN1 | 2.0 | -2 | -1 | 0.0
CCCCSc1ccc(NCCC(=O)c2ccc(Cl)c(Cl)c2)cc1 | 0.7 | 0 | -3 | -0.2
CCC/C(=N\NC(=O)C1CCN(S(=O)(=O)c2ccc(C)cc2)CC1)c1ccc(O)cc1 | -0.3 | 2 | 9 | 0.2
Cc1cc(C)cc(Nc2nnc(SC(C)C(=O)NCCc3ccccn3)s2)c1 (configuration not stated) | -0.8 | 3 | 11 | 0.2
Cn1ccnc1C(O)(c1ccc[nH]1)C(F)(F)F (configuration not stated) | 0.9 | 2 | 1 | -0.2
CCOC(=O)CC(=O)Nc1ccccc1C(=O)OC | -1.5 | 1 | 15 | 0.1
O=C1CCC(CCNCc2ccccc2)N1CCc1cccnc1 (configuration not stated) | 0.1 | -9 | 4 | -0.1
CCN(CC)CCN1C(=O)C(=O)/C(=C(\O)c2ccccc2)C1c1cccc([N+](=O)[O-])c1 (configuration not stated) | -0.7 | 6 | 15 | 0.8
CCN(CC)C(=O)CSc1nc2c(sc(=S)n2CC)c(=O)n1-c1ccccc1 | 1.1 | 2 | 2 | 0.1
O=C(/C=C/c1cccc([N+](=O)[O-])c1)Nc1cccc(Cl)c1 | 0.7 | -15 | -12 | -0.1
CN(C)c1ccc(C2C3=C(CC(C)(C)CC3=O)Nc3ccccc3N2C(=O)Cc2ccccc2)cc1 (configuration not stated) | 0.5 | 2 | 0 | 0.4
Cc1c(C(=O)O)oc2ccc3c(c12)C(=O)CC1(CCCCC1)O3 | 1.2 | 8 | -7 | -0.2
N#Cc1ccc(NC(=O)C2CCCCC2)cc1 | 1.5 | -8 | 0 | 0.0
CCN(CC)c1nc2ccccc2n2c1nc1ccccc12 | -2.7 | 4 | -4 | 0.6
COc1c(C)cc(S(=O)(=O)NCC2(c3cccs3)CC2)cc1C | -0.2 | -4 | -10 | -0.1
CCc1ccccc1N(CC(=O)Nc1c(C)cc(C)cc1C)S(C)(=O)=O | -0.7 | 8 | 2 | -0.1
Cc1cc(=O)[nH]c(SCC(=O)Nc2ccccc2Br)n1 | -0.2 | 5 | 10 | 0.0
COc1ccc2[nH]cc(C(=O)N3CCC(C)CC3)c(=O)c2c1 | 0.5 | 3 | 1 | 0.0
CC(=O)NC1(c2ccc(F)cc2)CCN(CC(=O)N2CCOCC2)CC1 | -0.6 | 3 | -8 | -0.1
C=CCOc1ccc(CNn2cn[nH]c2=S)cc1OCC | 1.3 | 3 | 0 | -0.2
COc1cc(/C=C2\SC(=S)N(c3cccc(C(=O)O)c3)C2=O)ccc1O | -1.6&-4.8 | -2&-19 | 9&27 | -0.3&-0.5
COc1cc(/C=N\NC(=O)c2cc(-c3c[nH]c4ccccc34)on2)cc(OC)c1OC | 0.3 | -8 | 3 | -0.1
CN(Cc1ccc(OCC(O)CN(C)Cc2ccccc2)cc1)Cc1ccccn1 (configuration not stated) | 0.4 | 9 | 14 | 0.0
O=C(/C=C/Nc1ccccc1NS(=O)(=O)c1ccc([N+](=O)[O-])cc1)c1ccco1 | 6.9* | -1 | 2 | 0.0
CC(C)[C@H](NC(=O)OC(C)(C)C)[C@@H](O)CC(=O)C(C)(C)C | -0.5 | nt | -1 | 0.4
Cc1ccc(N2CCN(S(=O)(=O)c3ccc(F)c(C(=O)Nc4ccc(Cl)cc4Cl)c3)CC2C)cc1 (configuration not stated) | -1.0 | 6 | 1 | 0.0
Cc1occc1CN1CCN(c2ccc([N+](=O)[O-])cc2)CC1 | 0.1 | -5 | 1 | 1.2
OCC1OC(Oc2ccc3cc(Br)ccc3c2)C(O)C(O)C1O (configuration not stated) | 1.0 | -4 | -6 | 0.4
CCc1nc2c(cnn2-c2ccccc2)c(=O)n1CCc1ccccc1 | -1.9 | -4 | 14 | 0.4
Cc1ccc(Cl)cc1N1CCN(C(=O)C(C)n2ncn3cccc3c2=O)CC1 (configuration not stated) | 2.0 | 12 | -4 | 0.0
c1ccc2c(c1)OCC(c1csc3ncnc(N4CCCCC4)c13)O2 (configuration not stated) | -0.6 | -8 | -13 | 0.0
Cc1cc(C)n(-c2cc(N3CCN(C(=O)c4c(-c5ccccc5Cl)noc4C)CC3)nc(C)n2)n1 | -2.0 | -4 | 5 | -0.1
Nc1nc(NCCCN2CCCC2=O)cc(NCc2cccnc2)n1 | 1.2 | 8 | 2 | -0.2
CCCOc1ccc(C2c3c(oc4ccc(C)cc4c3=O)C(=O)N2CCCN(CC)CC)cc1OC (configuration not stated) | 0.1 | -7 | 0 | -0.1
CCOC(=O)C1=C(C)N=c2s/c(=C\c3ccc(C(C)C)cc3)c(=O)n2C1c1ccc(OCC)c(OCC)c1 (configuration not stated) | -1.1 | -8 | 10 | 0.3
COc1ccc(S(=O)(=O)N(CC(N)=O)c2ccc(Cl)cc2)cc1OC | -0.6 | 5 | 2 | 0.1
CSc1nnc(SCc2nc3sc(C(=O)O)c(C)c3c(=O)[nH]2)s1 | -0.8 | 3 | 56* | -0.3
CCCCCCC(O)CC(CC(=O)NN)C(=O)NN (configuration not stated) | 2.7 | 5 | -1 | 0.1
COc1ccc(CCNc2ncnc3scc(-c4ccccc4)c23)cc1OC | 2.7 | 50* | -9 | -0.1
COc1ccc(NC(=O)CNC(N)=O)cc1S(N)(=O)=O | 0.2 | 7 | 12 | 0.1
CC(/C=C1\SC(=S)N(C(CCC(=O)O)C(=O)O)C1=O)=C\c1ccccc1 (configuration not stated) | 0.8 | 4 | 1 | -0.5
CC1Cc2ccccc2N1C(=O)CN1C(=O)NC(C)(c2ccc3c(c2)OCCO3)C1=O (configuration not stated) | 1.2 | 14 | 9 | 0.4
CC1(C)CC(=O)C2=C(C1)OC1=C(C(=O)CC(C)(C)C1)C2c1ccccc1F | -1.7 | -4 | 15 | 0.1
CC(C)Cn1c(=O)[nH]c2ncc(-c3ccc(S(C)(=O)=O)cc3)nc21 | 0.3 | 8 | -11 | -0.2

The list goes on:
SMILES | GPR151 ag | TEAD-YAP inh | MITF inh | FBW7 activator
CCOC(=O)CSc1nc2cc(C(=O)NCCC3=CCCCC3)ccc2c(=O)n1CCc1ccccc1 | 1.0 | -10 | 6 | -0.1
COc1cc(OC)cc(C(=O)N2CCN(C(=O)c3cccc(OC)c3OC)CC2)c1 | -1.1 | -2 | -6 | -0.2
O=C(O)c1nn2cc(Br)cnc2c1Br | 0.4 | 2 | 15 | 0.1
CC1=C(C)CC2C(=O)N(c3cccc(Br)c3)C(=O)C2C1 (configuration not stated) | -1.4 | -2 | 11 | 0.1
CSc1cccc([C@@H]2C[C@H]3CN(c4ccccc4)C(=O)[C@]34CCCN24)c1 | 1.9 | -6 | 14 | 0.1
COc1cccc(NC(=O)c2sc(-c3ccccc3)nc2-c2ccc([N+](=O)[O-])cc2)c1 | 0.0 | 11 | 9 | 0.1
